Compound activity deposited in PubChem by several laboratories.
sPLA2-III inh = human group III sPLA2 inhibitors, primary screen, biochemical, QFRET, BODIPY PC-A2 liposome substrate | Group 3 secretory phospholipase A2 (Homo sapiens), Q9NZ20 | QFRET BODIPY PC-A2 liposome hydrolysis, fluorescence | inhibition, % at 12.2 µM | 370,000 compounds, 0.56% hits;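 active = inhibition above mean plus 3 SD of compounds lying within the high and low control bounds, cut at about 19% in these data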;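 note: 0% = median of test compound wells and 100% = no enzyme DMSO wells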
DDE Tn6 FP inh = inhibitors of Tn6 peptide binding to fibrin DD(E), primary screen, biochemical, fluorescence polarization, human fibrin, Tn6 probe; 370,000 compounds, 0.21% hits; AID 720509, 2013; Fibrinogen beta chain (Homo sapiens), P02675; inhibition, % at 8.3 µM; Fibrin DD(E) TRITC-Tn6 fluorescence polarization displacement;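 active = inhibition above a per-campaign cutoff: mean of compounds within control limits plus 3 SD, cut at about 15% in these data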;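 note: 0% = median of all compound wells on the plate and 100% = blocking peptide control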
Target sequence (P02675 whole entry, looked up): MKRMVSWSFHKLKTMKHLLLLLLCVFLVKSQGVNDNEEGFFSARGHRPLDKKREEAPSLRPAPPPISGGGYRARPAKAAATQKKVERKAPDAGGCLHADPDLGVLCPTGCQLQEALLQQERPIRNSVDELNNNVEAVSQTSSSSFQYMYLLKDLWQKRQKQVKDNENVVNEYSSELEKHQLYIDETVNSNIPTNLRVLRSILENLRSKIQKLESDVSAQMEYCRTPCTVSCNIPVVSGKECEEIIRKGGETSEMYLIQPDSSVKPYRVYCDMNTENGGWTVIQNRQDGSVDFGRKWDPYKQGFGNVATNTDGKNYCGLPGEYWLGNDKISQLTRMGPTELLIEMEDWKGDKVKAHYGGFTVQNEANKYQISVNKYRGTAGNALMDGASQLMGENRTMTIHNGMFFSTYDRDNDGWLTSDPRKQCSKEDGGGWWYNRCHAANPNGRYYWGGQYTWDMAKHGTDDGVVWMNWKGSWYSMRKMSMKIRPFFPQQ
NPR2 activator = human GC-B receptor activators, primary screen, HEK293 GC-B cells, cGMP TR-FRET, EC30 CNP | 0% at EC30 CNP, 100% saturating CNP | activation, % at 10 µM | 370,000 compounds, 0.11% hits | Atrial natriuretic peptide receptor 2 (Homo sapiens), P20594 | AID 1920062, 2024;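 active = activation at 10 µM reaching about 35% in either raw or pattern-adjusted values, limit read from the data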
ASAP1 GAP inh = inhibitors of human ASAP1 ArfGAP activity, primary screen, biochemical, fluorescence polarization; ASAP1-stimulated ARF1 GTP hydrolysis, GDP FP detection; 360,000 compounds, 0.19% hits; inhibition, % at 16.5 µM; AID 624377, 2012; in the data active = inhibition above about 25%;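 note: 0% = vehicle with enzyme and substrate and 100% = no enzyme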
Target sequence (Q9ULH1 325-724 limits assumed): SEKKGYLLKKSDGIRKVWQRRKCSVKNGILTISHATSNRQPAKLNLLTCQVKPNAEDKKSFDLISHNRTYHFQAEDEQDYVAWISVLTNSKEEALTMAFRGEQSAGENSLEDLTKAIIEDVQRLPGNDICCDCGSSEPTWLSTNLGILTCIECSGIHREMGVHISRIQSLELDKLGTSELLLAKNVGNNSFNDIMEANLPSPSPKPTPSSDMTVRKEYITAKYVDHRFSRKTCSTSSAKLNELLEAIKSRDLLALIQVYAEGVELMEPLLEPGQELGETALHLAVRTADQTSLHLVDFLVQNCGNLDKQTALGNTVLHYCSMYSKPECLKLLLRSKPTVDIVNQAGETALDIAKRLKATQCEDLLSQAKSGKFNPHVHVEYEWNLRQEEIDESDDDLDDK
ADAM10 inh = human ADAM10 inhibitors, primary screen, biochemical, QFRET, HTS | Disintegrin and metalloproteinase domain-containing protein 10 (Homo sapiens), O14672 | recombinant ADAM10, EDANS/DABCYL FRET peptide cleavage, 3 h | inhibition, % at 7 µM | 370,000 compounds, 0.62% hits | AID 720582, 2013;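 active = inhibition above a per-campaign cutoff equal to the mean of compounds falling between control-based bounds plus 3 SD, cut at about 20% in these data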;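 note: 0% = DMSO wells while the 100% control is not disclosed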
FXN GAA850 act = FXN promoter activators, primary screen, cell-based, luciferase luminescence, HEK293 lucGAA850; 360,000 compounds, 0.56% hits; activation, % at 6 µM; HEK293 lucGAA850 FXN promoter luciferase reporter, 24 h; percent of 10 µM SAHA response;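 active = activation above the average of all compounds screened plus 3 SD, cutoff fixed separately per campaign, cut at about 7.5% in these data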;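 note: 0% = DMSO wells and 100% = 10 µM SAHA wells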
rCAG binder = binders of r(CAG) RNA repeats, primary screen, biochemical, fluorescence; r(CAG) RNA repeat, TO-PRO-1 dye displacement fluorescence; inhibition, % at 3 µM; 370,000 compounds, 1.3% hits;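 active = inhibition above the plate cutoff, the mean of all test compounds on that plate plus 3 SD, cut at about 35% in these data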;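 note: 0% = DMSO alone and 100% = 100 µM mitoxantrone as full dye displacement; higher means more dye released from RNA so lower well fluorescence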
NPR1 activator = GC-A stimulated cGMP production enhancers – HEK293 GC-A cells, cGMP TR-FRET, EC30 ANP, primary screen | activation, % at 10 µM | 0% at EC30 ANP, 100% saturating ANP | Atrial natriuretic peptide receptor 1 (Homo sapiens), P16066 | 370,000 compounds, 0.14% hits; in the data active = activation above about 40%
ARFGAP1 inh = inhibitors of rat ARFGAP1 GAP activity, primary screen, biochemical, fluorescence polarization, GDP tracer. ADP-ribosylation factor GTPase-activating protein 1 (Rattus norvegicus), Q62848. Arfgap1-stimulated ARF1 GTP hydrolysis, GDP FP detection. inhibition, % at 16.5 µM. 360,000 compounds, 0.26% hits. AID 651572, 2012;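 active = inhibition above a per-plate limit, mean inhibition of low control wells plus 3 SD, cut at about 25% in these data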;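 note: 0% = DMSO wells with enzyme and 100% = wells lacking Arfgap1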
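Assay system: purified rat His6-Arfgap1 residues 1-136 (GAP domain); Reagent: human Δ17 ARF1 bound to GTP; Dosing: 16.5 µM single point, 1.26% DMSO; Times: GTP hydrolysis reaction 2 h at 25 °C; Signal: FP, GDP Alexa 633 tracer displaced from anti-GDP antibody, 620/688 nm; Measure: % inhibition from polarization.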
KLK7 zymogen act = proKLK7 zymogen activators, primary screen, biochemical, fluorescence intensity; 370,000 compounds, 0.9% hits; activation, % at 7 µM; purified proKLK7, EDANS-DABCYL substrate fluorescence; 100% is mature enzyme control, 0% vehicle; AID 652039, 2013;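 active = activation above the mean of all tested compounds plus 3 SD, computed per campaign excluding outliers beyond control limits, cut at about 13% in these data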
* = called active by the depositor; / = not tested or not shown.

molecule	sPLA2-III inh	DDE Tn6 FP inh	NPR2 activator	ASAP1 GAP inh	ADAM10 inh	FXN GAA850 act	rCAG binder	NPR1 activator	ARFGAP1 inh	KLK7 zymogen act
CCOc1ccccc1NC(=O)Cn1c(=O)n(-c2ccccc2)c(=O)c2oc3ccccc3c21	-4.6	4.1	-17.4	-8.4	5.7	0.7	3.5	-33.1	-4.2	0.1
O=C(CSc1nnc(-c2c[nH]c3ccccc23)o1)NCC1CCCO1 (configuration not stated)	-10.2	-6.3	-2.5	-10.0	0.1	-0.2	1.4	-4.8	16.0	-0.2
O=C(NCCc1ccccc1Cl)[C@@H]1CCCN1C(=O)[C@@H](NS(=O)(=O)c1ccc(F)cc1F)C1CCCCC1	0.8	-5.2	2.2	13.4	-3.9	/	2.0	0.5	4.1	-0.6
COc1cc2c(cc1OC)C1(Nc3c-2c(C)nn3-c2ccccc2)C(=O)Nc2ccccc21 (configuration not stated)	-0.2	-6.0	-0.9	11.1	-24.4	-0.3	9.7	0.6	11.0	-0.6
CC1CCC(NC(=O)Cn2c(=O)oc3ccccc32)CC1 (configuration not stated)	3.7	-4.2	0.6	-20.3	-10.4	2.2	0.7	-3.5	9.4	-0.3
CSc1ncnc2ncn(C)c12	3.3	10.2	0.8	4.7	-10.4	0.7	0.2	-1.0	-2.2	-0.4
COc1ccc(CCNC(=O)COC(=O)COc2ccc(C#N)cc2)cc1	0.4	-1.6	-9.4	-16.7	4.2	-1.2	-3.6	5.6	1.9	0.7
CCOC(=O)N1CCN(C(=O)CSc2ccc3nnc(CCNC(=O)c4ccccc4)n3n2)CC1	8.0	-0.4	3.3	2.4	0.2	-0.1	-8.7	0.8	1.5	0.5
O=C(N/N=C/c1cn(-c2cccs2)nc1-c1ccccc1)c1ccccc1O	-22.1	-13.2	-1.0	-3.0	-29.8	-0.7	31.2	4.3	13.6	-2.9
CCc1ccc(CN(Cc2cccnc2)C(=O)/C=C/c2ccc(OC)cc2)cc1	6.6	5.0	4.4	-9.1	-1.9	2.3	-0.6	2.6	13.9	-0.3
Cc1[nH]c2ccccc2c1C(=O)COC(=O)c1nccnc1N	2.4	-5.1	0.3	-2.2	-196.6	0.8	0.8	-0.6	4.2	1.8
CN(C)N1C(N)=C(C#N)C(c2ccccc2Cl)C2=C1CCCC2=O (configuration not stated)	3.9	-0.7	5.8	4.1	-17.3	0.2	-1.1	-0.8	4.7	-0.2
O=C(CN(Cc1ccc(F)cc1)C(=O)Cn1nnc2ccccc21)NCC1CCCO1 (configuration not stated)	2.5	-10.1	2.6	6.6	-6.2	0.1	-3.0	-1.2	-11.2	-0.2
CCOC(=O)c1oc2ccc(S(=O)(=O)n3nc(-c4ccccc4)cc3N)cc2c1C	-1.2	1.3	-5.9	8.4	-13.3	0.4	3.7	-6.0	5.0	-0.1
Cc1cc(C(=O)Nc2sccc2C(N)=O)c(C)o1	0.0	7.4	2.6	-0.4	-11.6	-0.5	7.5	0.6	-8.5	-0.2
COc1ccc(-n2nnnc2SCC(=O)Nc2c(C)n[nH]c2C)cc1	-0.2	6.9	-0.1	-8.7	-11.8	0.9	0.4	-2.6	-2.4	-0.2
Cc1cccc(C(C)C)c1NC(=O)COC(=O)CCC(=O)N(CC(C)C)c1c(N)n(CC(C)C)c(=O)[nH]c1=O	10.8	0.3	2.6	-2.0	-4.6	0.9	-2.3	2.0	13.2	-0.1
Cc1cc(Br)c(S(=O)(=O)NCc2cccnc2)cc1C	-3.5	-0.5	9.2	4.4	7.8	-0.4	1.2	-1.7	4.2	-0.2
COc1ccc(NC2=CC(=O)CC(c3ccccc3)C2)c(OC)c1 (configuration not stated)	2.1	-0.7	-5.0	-8.2	-7.2	-3.9	-1.1	3.7	13.9	-1.6
CSc1ncccc1C(=O)OCC(=O)NCc1ccc2c(c1)OCO2	-0.7	-1.5	-0.8	-5.9	0.2	0.7	4.6	0.1	-7.9	-0.6
Cc1cc(C)n2nc(/C(C#N)=C/c3ccccn3)c(C#N)c2n1	-2.4	-1.9	4.3	-7.7	-46.9	15.6*	14.7	16.0	-8.5	0.6
COc1ccc(N(CC(=O)NC2CCCC2)C(=O)c2ccc(N3CCCCC3)nc2)cc1	-5.3	-3.6	1.9	10.6	-1.2	2.3	-9.7	-1.9	-3.7	0.4
CC1(CO)COC2(OC1)C(=O)Nc1ccccc12 (configuration not stated)	3.8	1.8	-1.1	5.8	-18.8	1.9	-0.6	0.9	-0.5	-0.4
Cc1occc1C(=O)O/N=C(\N)c1ccc(Cl)cc1	1.4	6.7	0.9	1.6	-8.7	1.6	-1.9	-2.9	2.2	0.3
COc1ccc(-c2[nH]ncc2-c2csc(C)n2)c(O)c1	-4.8	-3.1	-2.2	-1.4	-3.2	0.5	-3.0	2.2	1.8	0.1
Cn1c(CCc2ccccc2)nnc1SCC(=O)N1CCCC1	-2.6	3.0	1.4	-5.9	-8.7	-1.2	-1.1	-3.2	3.5	0.1
CN(C(=O)COC(=O)C1CCN(S(=O)(=O)c2ccc3c(c2)OCCO3)CC1)c1ccccc1	-9.7	-3.5	-2.9	-1.4	8.1	0.9	-2.8	3.0	7.2	0.0
S=C(NCc1ccc(Cl)cc1)Nc1ccccc1Cl	8.8	5.7	0.0	-14.1	8.2	0.3	4.4	0.6	-14.6	0.7
COc1ccc(C(O)P(=O)(OCC(C)C)c2ccc(N(C)C)cc2)c(OC)c1 (configuration not stated)	0.0	-6.8	-3.5	0.5	-2.8	0.3	-8.8	-17.8	-4.0	0.2
COc1ccc(NC(=O)c2ccccc2Cl)c(NC(=O)c2ccco2)c1	4.6	4.7	7.2	-1.8	0.6	-1.3	6.6	6.1	-3.7	0.5
O=C(CSc1nc(=O)n(CCCN2CCOCC2)c2c1CCCC2)Nc1cccc(F)c1	-5.7	-3.6	-6.3	1.5	-9.4	1.2	-6.2	-3.7	-4.0	0.0
COc1ccc([C@H]2CC(=O)c3c(O)cc(O)cc3O2)cc1O	0.6	0.9	0.5	-4.5	-0.7	0.2	-0.1	1.6	4.7	-0.3
Cc1cc(=O)n2nc(N3CCCC(C(=O)N4CCOCC4)C3)sc2n1 (configuration not stated)	8.1	-2.1	3.6	-5.1	1.4	1.4	-0.5	2.0	2.3	-0.4
COc1ccc(NC(=O)CNC(=O)c2nn(-c3ccc(OC)c(OC)c3)c(=O)c3ccccc23)c(OC)c1	7.6	-4.7	6.6	4.2	-6.9	-3.5	0.6	4.5	5.1	0.2
CC1(C(=O)NS(=O)(=O)c2ccc(C#N)cc2)CCN1C(=O)C1CCCCC1 (configuration not stated)	-1.0	-5.4	1.8	-11.1	-1.7	0.3	0.8	2.2	1.9	-0.6
O=C(O)C1CCc2sc3[nH]c(=S)n(-c4ccccc4)c(=O)c3c21 (configuration not stated)	0.1	-1.2	2.0	-1.4	-7.3	1.4	2.0	1.7	-12.1	0.8
O=C(Nc1nnc(SCC(=O)N2CCOCC2)s1)C1CC(=O)N(c2ccc(F)cc2)C1 (configuration not stated)	-5.7	-3.5	-0.1	-1.6	3.1	-1.6	21.5	-4.3	6.8	-0.3
Cn1cnc(S(=O)(=O)NC2CCN(Cc3ccccc3)CC2)c1	0.2	0.5	7.0	-20.7	4.1	1.9	-2.8	-1.2	-1.2	-0.5
O=C(COc1ccc(F)cc1)N(c1ccccn1)C1CCCCC1	-4.4	0.6	0.8	-3.2	5.5	0.9	-3.2	-2.1	-1.1	0.6
CCCCC(=O)Nc1nnc(S(=O)(=O)N(C)Cc2ccco2)s1	-0.4	2.6	1.0	-3.3	-11.6	0.8	5.5	-1.1	-7.1	-0.2
Fc1cccc(Cl)c1CNCCCSc1ncccn1	4.8	1.2	-1.5	-11.2	12.1	2.1	-2.7	-3.0	-4.7	-0.1
O=C(CNC(=O)c1ccco1)NCC(=O)OCc1cccc(C(=O)Oc2ccccc2)c1	-4.9	-5.5	1.9	-0.6	-8.0	1.2	-5.4	5.9	-4.4	-0.6
CC1(C)Cc2nc3sc4c(OCc5ccccc5)ncnc4c3cc2CO1	2.6	-1.6	9.4	-6.4	8.3	-0.2	1.3	16.4	3.5	-0.4

An excerpt of these results, with values under each structure.
Under each structure – sPLA2-III inh	DDE Tn6 FP inh	NPR2 activator	ASAP1 GAP inh	ADAM10 inh	FXN GAA850 act	rCAG binder	NPR1 activator	ARFGAP1 inh	KLK7 zymogen act
- CCOC(=O)c1oc2ccc(S(=O)(=O)n3nc(-c4ccccc4)cc3N)cc2c1C
  -1.2	1.3	-5.9	8.4	-13.3	0.4	3.7	-6.0	5.0	-0.1
- Cc1cc(C(=O)Nc2sccc2C(N)=O)c(C)o1
  0.0	7.4	2.6	-0.4	-11.6	-0.5	7.5	0.6	-8.5	-0.2
